Screens as filed in PubChem.
Plk1 PBD FP: Plk1 polo box domain binding inhibitors, primary screen, biochemical, fluorescence polarization; Serine/threonine-protein kinase PLK1 (Homo sapiens), P53350; AID 693, 2007; 97,000 compounds, 0.13% hits; Plk1 PBD phosphopeptide binding; inhibition, %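 (tested at about 20 µM)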; in the data active = inhibition above about 34%, passing the limit was not always enough
Target sequence (P53350 whole entry, looked up, the tested form may be a part): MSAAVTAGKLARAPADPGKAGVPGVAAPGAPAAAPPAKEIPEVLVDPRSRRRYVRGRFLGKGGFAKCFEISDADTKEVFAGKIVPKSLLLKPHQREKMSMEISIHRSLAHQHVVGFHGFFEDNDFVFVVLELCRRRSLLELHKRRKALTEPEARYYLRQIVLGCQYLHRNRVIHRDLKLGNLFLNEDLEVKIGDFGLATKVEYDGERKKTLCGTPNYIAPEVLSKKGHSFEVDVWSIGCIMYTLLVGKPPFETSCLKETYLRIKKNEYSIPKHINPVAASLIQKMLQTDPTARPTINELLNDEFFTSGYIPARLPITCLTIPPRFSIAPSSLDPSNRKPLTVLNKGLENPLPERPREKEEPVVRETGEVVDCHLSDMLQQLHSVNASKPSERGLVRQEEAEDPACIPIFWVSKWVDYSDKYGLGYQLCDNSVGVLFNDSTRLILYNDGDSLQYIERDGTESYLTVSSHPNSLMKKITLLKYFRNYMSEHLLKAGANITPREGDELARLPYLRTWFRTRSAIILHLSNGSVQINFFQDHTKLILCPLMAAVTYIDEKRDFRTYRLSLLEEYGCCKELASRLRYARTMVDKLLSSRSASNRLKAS
Rev-RRE block: HIV-1 Rev-RRE binding inhibitors, primary screen, biochemical, FRET, protein-RNA interaction | 97,000 compounds, 0.79% hits | inhibition, % at 8 µM | AID 704, 2007 | Rev peptide-RRE RNA binding | P05866;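 active = inhibition above the screen-wide mean plus 3 SD, cut at about 35% in these data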;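 also: 0% = median DMSO wells and 100% = median Neomycin B control wells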
Target sequence (P05866 whole entry, looked up): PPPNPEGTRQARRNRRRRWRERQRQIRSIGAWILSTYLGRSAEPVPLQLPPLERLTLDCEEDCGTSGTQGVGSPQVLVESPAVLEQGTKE
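System: Cy5-labelled duplex RRE RNA binding fluorescein-labelled HIV Rev peptide; Signal: fluorescein-to-Cy5 FRET, 480 nm excitation; Also added: labelled Rev peptide; Compound: one concentration, 8 µM nominal; Buffer or medium: HEPES pH 7.5 salt buffer with EDTA; Read-out: % inhibition of FRET ratio versus controls; Schedule: 5 min preincubation and 15 min binding, 25 °C.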
FAK blocker: FAK kinase inhibitors, primary screen, biochemical | Focal adhesion kinase 1 (Homo sapiens), Q05397 | biochemical FAK kinase activity assay | inhibition, %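 (tested at 7 µM)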 | 97,000 compounds, 0.84% hits | AID 727, 2007; in the data active = inhibition above about 19%;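 also: 0% = DMSO and 100% = reference compound high control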
S1P2 antag: human S1P2 receptor antagonists, primary screen, cell-based. inhibition, % at 5 µM. Sphingosine 1-phosphate receptor 2 (Homo sapiens), O95136. 97,000 compounds, 0.21% hits. cell-based S1P2 antagonist assay, inhibition at 5 uM; in the data active = inhibition above about 45%;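 also: CRE beta-lactamase reporter cells expressing human S1P2 stimulated with S1P; 0% = agonist at EC80 alone and 100% = agonist plus reference antagonist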
Target sequence (O95136 whole entry, looked up): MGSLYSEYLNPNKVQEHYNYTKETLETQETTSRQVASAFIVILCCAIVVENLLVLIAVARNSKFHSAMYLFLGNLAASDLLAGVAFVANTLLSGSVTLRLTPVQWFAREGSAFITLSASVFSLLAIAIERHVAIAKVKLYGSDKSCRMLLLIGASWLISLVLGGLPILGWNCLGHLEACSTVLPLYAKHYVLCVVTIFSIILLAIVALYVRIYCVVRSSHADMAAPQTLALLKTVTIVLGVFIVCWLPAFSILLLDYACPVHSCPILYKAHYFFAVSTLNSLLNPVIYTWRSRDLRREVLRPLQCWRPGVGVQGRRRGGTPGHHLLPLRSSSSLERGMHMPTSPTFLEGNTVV
PLAP activator: PLAP enzyme activators, biochemical, luminescence, HTS | 96,000 compounds, 1.2% hits | activation fold at 20 µM | purified PLAP enzyme, luminescent substrate read-out; hits give high values; in the data active = activation fold above about 2
EphB4 ephrin blk: EphB4-ephrin-B2 interaction antagonists, primary screen, biochemical, TNYL-RAW peptide probe, fluorescence polarization | EphB4 LBD / TNYL-RAW-Alexa532 peptide | inhibition, % at 7 µM | Ephrin type-B receptor 4 (Homo sapiens), P54760 | 97,000 compounds, 0.15% hits;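 active = inhibition above the screen-wide mean inhibition plus 3 SD, cut at about 15% in these data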;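 also: 0% = DMSO wells and 100% = excess unlabeled TNYL-RAW peptide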
MT1-MMP txn act: MT1-MMP promoter reporter activation – cell-based, luciferase luminescence, primary screen; HT1080 MT1-MMP promoter luciferase reporter, overnight; hits give high values; activation factor at 10 µM; 86,000 compounds, 0.16% hits;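 active = activation factor of at least 2 for MT1-MMP transcription at 10 µM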
S1P2 agonist: S1P2 receptor agonists, primary screen, cell-based. Sphingosine 1-phosphate receptor 2 (Homo sapiens), O95136. S1P2-expressing cell line, agonist reporter read-out. activation, % at 4.5 µM. 97,000 compounds, 0.46% hits. AID 729, 2007; in the data active = activation above about 16%;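 also: 0% = vehicle low control and 100% = maximal reference agonist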
PLK1 inh: human PLK1 kinase inhibitors, primary screen, biochemical, TR-FRET. inhibition, % at 10 µM. Serine/threonine-protein kinase PLK1 (Homo sapiens), P53350. recombinant PLK1 kinase, TR-FRET peptide phosphorylation. 97,000 compounds, 0.53% hits;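 active = inhibition of 50% or more in the single-concentration screen; inactive = inhibition below 50%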;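 also: 0% = DMSO max control and 100% = H-89 dihydrochloride min control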
Active calls of the source: *; nt = no result given.

Sample of the layout:
SMILES | Plk1 PBD FP | Rev-RRE block | FAK blocker | S1P2 antag | PLAP activator | EphB4 ephrin blk | MT1-MMP txn act | S1P2 agonist | PLK1 inh
CC(C)C(=O)Nc1ccc(N2CCCC2)cc1 | -14 | 5 | 5 | -1 | 0.9 | -4 | 1.3 | -3 | -7
Cc1cc(C)c2cc(C#N)c(NCCCNC(=O)CCC(=O)O)nc2c1 | -3 | 2 | 0 | 19 | 1.3 | -4 | 1.2 | -3 | -3

The listing, from the first entry:
SMILES | Plk1 PBD FP | Rev-RRE block | FAK blocker | S1P2 antag | PLAP activator | EphB4 ephrin blk | MT1-MMP txn act | S1P2 agonist | PLK1 inh
CC(C)C(=O)Nc1ccc(N2CCCC2)cc1 | -14 | 5 | 5 | -1 | 0.9 | -4 | 1.3 | -3 | -7
Cc1cc(C)c2cc(C#N)c(NCCCNC(=O)CCC(=O)O)nc2c1 | -3 | 2 | 0 | 19 | 1.3 | -4 | 1.2 | -3 | -3
COc1cccc(C2C(C(C)=O)=C(O)C(=O)N2Cc2ccco2)c1 (stereo unspecified) | -1 | 0 | -5 | -1 | 1.1 | -6 | 1 | -4 | -4
CCc1ccc(NC(=O)c2ccnc(C(C)(C)C)c2)cc1 | -11 | -1 | -2 | -13 | 0.9 | -7 | 1 | -7 | -9
COc1ccc(NC(=O)C2CCCN2C(=O)NC2CCCCC2)cc1OC (stereo unspecified) | -6 | 5 | -6 | 4 | 0.9 | 3 | 1 | -2 | 1
CCC(C(=O)Nc1cnccn1)c1ccccc1 (stereo unspecified) | -8 | 2 | 2 | 1 | 1.1 | -4 | 1.2 | -2 | -16
CC(C)N(Cc1cc2ccccc2[nH]c1=O)C(=O)c1cccnc1 | 35* | 4 | -1 | 4 | 0.8 | -4 | 1.1 | -3 | -9
O=C(c1cc(-c2ccccc2)on1)N1CCN(Cc2ccc3c(c2)OCO3)CC1 | -16 | 6 | 1 | 1 | 1.2 | 9 | 1.1 | 1 | -14
NC(=O)CN1CCOCCOCCN(CC(N)=O)CCOCC1 | -8 | 2 | -1 | 0 | 1.9 | 2 | 1.3 | -1 | -8
Cc1c(NC(=O)c2ccc(F)c(S(=O)(=O)N3CCOCC3)c2)c(=O)n(-c2ccccc2)n1C | 2 | 5 | 1 | 3 | 0.8 | -3 | 1.2 | -7 | -9
C=CCn1c(NC(=O)CC)c(C(=O)OCC)sc1=S | 7 | 8 | 0 | -12 | 1 | 1 | 1.2 | -6 | -11
CCn1c(Cc2cccn2C)nnc1SCC(=O)c1ccc(C)cc1 | 24 | -2 | 2 | -11 | 1.3 | -1 | 1.4 | -1 | -14

Taken from above:
CCc1ccc(NC(=O)c2ccnc(C(C)(C)C)c2)cc1 in S1P2 agonist: -7
O=C(c1cc(-c2ccccc2)on1)N1CCN(Cc2ccc3c(c2)OCO3)CC1 in Plk1 PBD FP: -16
CC(C)C(=O)Nc1ccc(N2CCCC2)cc1 in Rev-RRE block: 5

The list goes on:
SMILES | Plk1 PBD FP | Rev-RRE block | FAK blocker | S1P2 antag | PLAP activator | EphB4 ephrin blk | MT1-MMP txn act | S1P2 agonist | PLK1 inh
CCn1c(-c2ccccc2)c[nH]c1=S | -10 | 1 | -3 | -3 | 1.5 | 1 | 1.1 | -15 | -5
CC(C(=O)Nc1ccccc1)c1ccc(-c2ccccc2)c(F)c1 (stereo unspecified) | -28 | 16 | 1 | -7 | 0.9 | 2 | nt | -6 | -13
CCOC(=O)N1CCN(C(=O)c2ccc3c(=O)n(CCC4=CCCCC4)c(=S)[nH]c3c2)CC1 | -19 | -3 | -4 | 0 | 1.2 | 2 | 1.1 | -4 | -13
CCc1nc2ccccc2c(C(=O)OCCN2C(=O)c3ccccc3C2=O)c1C | 3 | 8 | -5 | -19 | 1.1 | 2 | 1.1 | -4 | -3
CCc1ccc(OCCCC(=O)Nc2ccc(N3CCCCC3)cc2)cc1 | 11 | -4 | 0 | 3 | 0.9 | 0 | nt | -2 | -16
Cc1nc2c(Cl)cccc2[nH]1 | 2 | 16 | -2 | -5 | 0.9 | 6 | 1.2 | -4 | -8
COc1cc(NC(=O)c2cc3c(=O)n(C)c4ccccc4c3n2C)cc(OC)c1OC | 9 | -5 | 0 | -9 | 1 | -10 | 1.1 | 1 | 1
O=C1CCC(=O)N1OCCOc1ccc2c(c1)CCC2 | 7 | 5 | -3 | 18 | 1.1 | 0 | 1.2 | 0 | -4
CN(C)c1nc(N)nc(CSc2nnnn2-c2ccccc2)n1 | -10 | 0 | -1 | -5 | 0.9 | 7 | 1.1 | -8 | 8
CN(c1ccc(C(=O)N2CCOCC2)cc1[N+](=O)[O-])C1CCCCC1 | -11 | 9 | -4 | 4 | 1.2 | 0 | nt | -3 | -9
O=C(c1ccc(Cl)cc1)N1CCCC(c2ccccc2)=N1 | 2 | 11 | 0 | -4 | 0.9 | 3 | nt | -3 | -4
CCOC(=O)N1CC=C2C(C#N)=C(N)C(C#N)(C#N)[C@H](c3ccc(OCC)c(OCC)c3)[C@H]2C1 | -2 | 18 | 3 | 9 | 1 | 5 | 1.1 | 0 | -4
Cc1ccc2cc3cc(C(=O)NCCC(C)C)oc3nc2c1 | -3 | 15 | 6 | 13 | 0.9 | 2 | 1.5 | -4 | 0
O=C1CCCc2c1[nH]c1ccccc21 | -2 | 12 | 6 | 9 | 0.9 | 16* | 1.2 | -1 | -4
Cc1ccc(-n2c(C)nc3c(cnn3-c3ccc(F)cc3)c2=O)cc1C | 17 | 8 | 0 | 26 | 1.2 | -8 | 1.1 | -8 | -2
CC(=O)Nc1ccc(OCC(O)Cn2nc(C)nc2C)cc1 (stereo unspecified) | -17 | 3 | -3 | -19 | 0.8 | 2 | 1.1 | -4 | -11
CCCCN(C(=O)CNC(=O)c1cccs1)C(C(=O)NC1CCCCC1)c1cccnc1 (stereo unspecified) | 9 | 6 | 3 | 9 | nt | 2 | 1 | -8 | -6
CCCS(=O)(=O)N1CCC(C(=O)NCCCOCC)CC1 | 18 | 4 | -4 | 13 | 1 | 4 | 1.1 | -9 | -10
N#C/C(=C(/O)CN1CCN(c2ccccc2F)CC1)c1nc(-c2ccccc2)cs1 | 19 | -3 | -10 | -5 | 1 | -5 | 1.1 | -5 | -8
Cc1ccc(NC(=O)C2C(c3ccccc3)C2(Cl)Cl)c(C)c1 (stereo unspecified) | -9 | 8 | 2 | 9 | 0.6 | 5 | nt | -9 | -10
CC1CC(C)CN(CCCNC(=O)Cc2c(C(=O)O)n(C)c3ccccc23)C1 (stereo unspecified) | 3 | 5 | 0 | -22 | 1 | 3 | 1 | -7 | -12
CCCCN(C(=O)c1c(C)[nH]c(C(=O)OCC)c1C)c1ccccc1 | 19 | -5 | -9 | 14 | 1.4 | -3 | 1.1 | -11 | -2
CCc1ccc(OCC(=O)Nc2ccc3c(c2)COC3=O)cc1 | 6 | 9 | 6 | 10 | 0.8 | 12 | 1.1 | -5 | -12
CN(C)c1ccc(C2C3C(=O)NC(=O)C3ON2c2ccc(Cl)cc2)cc1 (stereo unspecified) | -15 | -4 | 0 | 19 | 1.4 | 3 | nt | -6 | 5
Cc1cc(C)n(S(=O)(=O)c2ccc(C(C)(C)C)cc2)n1 | -10 | 12 | 1 | 6 | 0.9 | 3 | 1 | -5 | -12
COC(=O)c1ccccc1NC(=O)CSc1nccn1C | -47 | 11 | 4 | 5 | 1 | 5 | 1.1 | -2 | -4
Cn1nc(C(F)(F)F)c2cc(C(=O)Nc3ccc(F)cc3F)sc21 | 7 | 2 | 0 | 7 | 1.2 | 6 | nt | -5 | -6
CCN(CC(=O)Nc1ccc2c(c1)OCCO2)Cc1cc(=O)oc2cc(C)c(C)cc12 | 3 | 7 | -5 | 5 | 1.3 | 2 | 1.2 | -7 | -7
CCN(CC)S(=O)(=O)c1cc(C(=O)N2CCc3ccccc32)ccc1Cl | 1 | 7 | 1 | -7 | 1.3 | 2 | 1.1 | 0 | -6
CCOc1ccc(-n2c(Cc3cc(=O)[nH]c(=O)[nH]3)nnc2SC(C)C)cc1 | -6 | 3 | -4 | 7 | 1.2 | -5 | 1.1 | -7 | -8
CC(=O)N(Cc1c(C)nn(-c2ccccc2)c1Cl)c1ccc(Cl)cc1 | 12 | 10 | 0 | 6 | 1.3 | -5 | nt | -6 | -5
Clc1ccc(-n2cccc2/C=N/n2cnnc2)cc1 | -9 | 6 | -1 | -25 | 0.8 | -2 | 1 | -2 | -12
O=C(NC1CCCCCC1)c1ccc(CN2CCOCC2)cc1 | 6 | -5 | -7 | -3 | 0.9 | -3 | 1.6 | -6 | 2
O=C(CSc1nnnn1Cc1ccccc1)Nc1ccc2c(c1)OCCO2 | 2 | 3 | -2 | 12 | 1 | -2 | 1.3 | -4 | 0
CCCCCn1c(Sc2ccccc2)nc2c1c(=O)[nH]c(=O)n2C | -12 | 3 | 4 | -2 | 1 | 5 | nt | -5 | -11
CCS(=O)(=O)N1CCN(C(=O)c2ccco2)CC1 | -15 | 10 | -2 | 10 | 0.9 | 4 | 1.2 | -1 | -34
N#Cc1cc2c(nc1SCC(O)CS(=O)(=O)Cc1ccccc1)CCCC2 (stereo unspecified) | 4 | 8 | -1 | -6 | 0.9 | -4 | 1.2 | -2 | 3
Cn1c(C(=O)OC(C(=O)NC2CCCC2)c2ccncc2)cc2sccc21 (stereo unspecified) | 4 | 4 | 2 | -2 | 1 | -16 | 0.9 | -5 | -2
CC[n+]1c(P(=O)([O-])c2ccccc2)[nH]c2ccccc21 | -1 | 3 | -7 | 0 | 1 | 1 | 1 | -5 | -7
Cc1cc(NC(=O)COc2ccccc2)n(-c2ccccc2)n1 | 17 | -3 | 1 | -12 | 0.9 | -4 | 1.1 | -8 | 1
COc1ccc(C2(O)CC3CCC(C2)N3c2nc(C)cc(C)c2C#N)cc1 (stereo unspecified) | -8 | 14 | -3 | -14 | 1.2 | -2 | 1.2 | -5 | -2
O=C(c1cn(-c2ccccc2)nc1-c1cccs1)N1CCN(c2ccccc2)CC1 | -13 | 6 | -1 | -11 | 1.3 | -3 | 1.3 | -6 | -5
Cc1ccc(S(=O)(=O)C(C#N)c2nc3ccccc3nc2N2CCCC2)cc1 (stereo unspecified) | -17 | 77* | 10 | 12 | 1.4 | 5 | 1 | -1 | -11
CCCn1c(CC)nc([N+](=O)[O-])c1S(=O)(=O)c1ccccc1 | -8 | 5 | -4 | 36 | 1.2 | 8 | nt | -7 | -5
CCc1ccc(/C=C/C(=O)c2c(C)cc(C)[nH]c2=O)cc1 | -22 | 3 | 1 | -3 | 1.4 | -3 | nt | -4 | -12
COc1ccc2[nH]cc(CCNC(=O)C3CCCNC3=O)c2c1 (stereo unspecified) | -8 | 4 | -1 | 3 | 1 | -8 | 1.1 | -1 | -7
O=C(NCc1ccc2c(c1)OCO2)c1cnc2n(c1=O)CCS2 | -29 | 2 | -4 | -11 | 1 | -3 | 1.2 | -7 | -2
COCCn1nnnc1C(c1cccs1)N1CCN(c2cc(C)ccc2C)CC1 (stereo unspecified) | -3 | 2 | 2 | 8 | 1.5 | -2 | 1.1 | -4 | -21
CCOC(=O)C1=C(C)N(CCO)C(=O)NC1c1cccc(O)c1 (stereo unspecified) | 9 | 5 | -1 | -25 | 1.2 | -4 | 1.2 | 0 | -5
COc1ccc(-c2nnc(SCC(=O)Nc3ncc(C)s3)n2-c2ccccc2)cc1OC | -1 | -6 | 3 | -37 | 1.4 | -13 | 1.2 | 11 | -7
O=C(NC(=S)N1CCCCC1)C12CC3CC(CC(C3)C1)C2 | 21 | 5 | 1 | -5 | 0.9 | 6 | nt | -3 | -12
